S1P4 agonist: S1P4 receptor agonists, primary screen, cell-based; Sphingosine 1-phosphate receptor 4 (Homo sapiens), O95977; activation, % at 4.98 µM; 220,000 compounds, 0.35% hits; S1P4-expressing cell line, agonist reporter assay; in the data active means activation above about 11%;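 further: 0% = DMSO vehicle and 100% = reference agonist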
p97 inhibitor: inhibitors of human p97 ATPase, primary screen, biochemical. 220,000 compounds, 0.42% hits. inhibition, % at 8 µM. Transitional endoplasmic reticulum ATPase (Homo sapiens), P55072. recombinant p97 ATPase, Kinase-Glo ATP luminescence, 3 h; in the data active means inhibition above about 15%;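 further: 0% = DMSO vehicle and 100% = wells lacking enzyme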
PGE2 EP2 inh: human EP2 receptor antagonists, primary screen, TR-FRET cAMP, C6 glioma cells | Prostaglandin E2 receptor EP2 subtype (Homo sapiens), P43116 | C6 glioma cells expressing human EP2; cells stimulated with saturating PGE2 | inhibition, % at 25 µM | 260,000 compounds, 0.52% hits | AID 1422, 2008;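 active means percent inhibition above 40 after rounding to a whole number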;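 further: rat C6 glioma host cells with rolipram phosphodiesterase inhibitor present; the protocol text gives 20 µM as final concentration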
Target sequence (P43116 whole entry, looked up): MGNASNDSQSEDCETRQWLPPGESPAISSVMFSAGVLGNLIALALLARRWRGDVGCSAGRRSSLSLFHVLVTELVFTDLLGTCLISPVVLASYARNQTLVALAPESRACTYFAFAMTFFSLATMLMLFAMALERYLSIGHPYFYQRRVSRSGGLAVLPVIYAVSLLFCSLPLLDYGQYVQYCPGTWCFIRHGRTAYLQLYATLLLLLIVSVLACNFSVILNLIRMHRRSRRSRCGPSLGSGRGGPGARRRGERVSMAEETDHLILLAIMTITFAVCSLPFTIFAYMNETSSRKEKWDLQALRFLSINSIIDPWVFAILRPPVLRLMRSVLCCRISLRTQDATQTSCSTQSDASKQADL
NPY-Y1 antag: NPY-Y1 receptor antagonists, primary screen, cell-based. HEK293-CNG Y1 cells, membrane potential fluorescence; NPY at EC95, then isoproterenol. inhibition, % at 3.6 µM. 200,000 compounds, 1% hits. AID 1040, 2008. Neuropeptide Y receptor type 1 (Homo sapiens), P25929;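 active means inhibition above the campaign mean inhibition of all tested compounds plus 3 SD, cut at about 20% in these data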;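 further: 0% = DMSO wells given NPY plus isoproterenol and 100% = isoproterenol alone without NPY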
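Test system: HEK293 cells co-expressing NPY Y1 receptor and cyclic-nucleotide gated channel; Also added: NPY (25 nM), isoproterenol (1 µM), Ro 20-1724 (25 µM); Compound dosing: one concentration, 3.6 µM, in 0.4% DMSO; Timing: dye 3 h, compound 60 min room temperature, stimulation 45 min; Technique: Membrane-potential fluorescent dye readout.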
S1P4 antagonist: S1P4 receptor antagonists, primary screen, cell-based | Sphingosine 1-phosphate receptor 4 (Homo sapiens), O95977 | S1P4-expressing cells, antagonist mode, reporter read-out | inhibition, % at 4.98 µM | 220,000 compounds, 0.26% hits; in the data active means inhibition above about 29%;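 further: 0% = wells stimulated with agonist and 100% = vehicle wells without agonist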
eIF4E 4G PPI: eIF4E–eIF4G protein interaction inhibitors, primary screen, biochemical, uHTS, TR-FRET, eIF4GI fragment | Eukaryotic translation initiation factor 4E (Mus musculus) + Eukaryotic translation … | TR-FRET eIF4E-eIF4GI(517-606) binding, 2 h | inhibition, % at 21.7 µM | 220,000 compounds, 0.37% hits;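 active means inhibition above about 30%, limit read from the data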;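 further: 0% = full FRET control wells and 100% = background wells lacking eIF4GI fragment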
NPY-Y2 PAM-ag: NPY-Y2 potentiators or agonists, primary screen, cell-based | cells expressing NPY-Y2, potentiator/agonist read-out | activation, % at 3.6 µM | 220,000 compounds, 0.45% hits; in the data active means activation above about 27%;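 further: cells stimulated with NPY near EC25 plus isoproterenol at EC100; 0% = vehicle plus submaximal agonist and 100% = vehicle plus saturating agonist; some results beyond the cut were filed as inactive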
Target sequence (P49146 whole entry, looked up): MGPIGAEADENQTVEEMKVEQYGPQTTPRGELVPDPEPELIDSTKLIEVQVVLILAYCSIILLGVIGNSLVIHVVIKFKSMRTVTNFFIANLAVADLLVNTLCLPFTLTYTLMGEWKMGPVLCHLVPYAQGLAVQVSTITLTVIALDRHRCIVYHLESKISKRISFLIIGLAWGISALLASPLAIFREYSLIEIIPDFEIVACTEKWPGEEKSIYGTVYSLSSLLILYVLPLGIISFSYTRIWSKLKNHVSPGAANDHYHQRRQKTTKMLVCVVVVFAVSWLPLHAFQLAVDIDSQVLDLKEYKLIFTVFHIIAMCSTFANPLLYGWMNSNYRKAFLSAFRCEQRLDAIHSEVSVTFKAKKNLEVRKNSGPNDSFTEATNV
NPY1 pot ag: NPY-Y1 receptor potentiators or agonists, primary screen, cell-based | AID 1304, 2008 | Neuropeptide Y receptor type 1 (Homo sapiens), P25929 | activation, % at 3.6 µM | 220,000 compounds, 0.37% hits | NPY-Y1 expressing cells, potentiator/agonist activation; in the data active means activation above about 33%, passing the limit was not always enough;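 further: cells stimulated with NPY at EC10 then isoproterenol at EC100; 0% = low agonist plus stimulus and 100% = saturating agonist plus stimulus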
EP2 modulator: EP2 receptor modulators, cAMP readout, primary screen, cell-based, HTRF cAMP, PGE2 stimulation. Prostaglandin E2 receptor EP2 subtype (Homo sapiens), P43116. EP2-expressing cells, cAMP HTRF FRET, PGE2 co-stimulation. induction, % at 25 µM. 260,000 compounds, 0.83% hits;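 active means compounds whose cAMP rise, as percent of the full-agonist control response, exceeds 60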;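 further: rat C6 glioma line stably carrying human EP2 under a CMV promoter; the protocol text gives 20 µM as final concentration; 100% = response of wells given 1 µM PGE2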
An asterisk follows results filed as active; . = not tested or not shown; [ ] = dose if it differs, or a comment. An excerpt. The share of hits here may be higher or lower than overall.

SMILES	S1P4 agonist	p97 inhibitor	PGE2 EP2 inh	NPY-Y1 antag	S1P4 antagonist	eIF4E 4G PPI	NPY-Y2 PAM-ag	NPY1 pot ag	EP2 modulator
COC(=O)C(C)N(C#N)c1nc(C)nc(C)n1 (stereo unspecified)	2.7	-4.6	11.2	-6.7	-9.3	4.2	1.5	4.1	11.3
O=C(NC1CC1)C1CCN(C2CCN(C(=O)/C=C/c3cccs3)CC2)CC1	0.8	3.6	7.9	2.8	3.1	0.5	1.0	30.4	-7.3
COCCn1nnnc1C(CC(C)C)N1CCN(C(=O)c2ccco2)CC1 (stereo unspecified)	-2.5	1.5	8.6	-3.2	14.9	3.9	2.7	-1.4	31.1
O=C(COc1ccccc1)N1CCc2ccccc21	-0.3	-3.5	3.7	0.3	4.7	-12.7	-2.7	24.3	1.9
CCOC(=O)c1nc(Nc2ccc(C(C)=O)cc2)c2ccccc2n1	-0.9	7.8	14.7	-5.6	8.4	-2.0	-14.0	8.4	-10.2
COc1ccc(/C(N)=N/O)cc1O	0.5	6.5	5.5	-1.2	-10.5	13.2	2.2	15.3	-4.3
CCOC(=O)Cc1cc(=O)n2[nH]c(C)cc2n1	-0.6	6.1	8.3	3.1	5.3	-1.8[fluorescence artefact?]	5.1	-9.2	20.1
O=C(CSc1nnc(SCc2ccc(Cl)cc2)s1)N/N=C/c1ccc(C(=O)O)cc1	-0.5	7.2	4.9	.	-1.6	15.1	-8.1	6.3	8.7
CCOC(=O)c1sc(NC(=O)c2ccc(Br)o2)cc1C	0.0	0.5	23.8	-4.1	2.0	8.0	9.4	-7.5	-34.7
Cc1cccc(COCC(Cc2ccccc2)N2CCN(C(=O)c3cccc(C)c3)CCC2=O)c1 (stereo unspecified)	1.9	0.0	15.2	5.8	-6.6	1.3	15.9	-2.9	14.2
COc1ccc(-c2noc(CSc3nnc(CCc4ccccc4)n3-c3ccccc3)n2)cc1OC	1.3	-6.7	3.7	11.9	-16.5	-22.0	-4.5	-46.7	-31.7
CCC1Sc2ccccc2N(CC(=O)NC2CC2)C1=O (stereo unspecified)	1.2	2.2	5.7	-0.2	-3.3	-3.8	-7.7	1.5	15.2
CCOC(=O)C(=N/O)/C(C)=N/NC(=O)C(=O)Nc1cc(Cl)ccc1Cl	1.9	0.6	9.2	.	-11.6	7.1	-11.1	1.9	47.6
O=CNC(n1cnc2c(N3CCOCC3)ncnc21)C(Cl)(Cl)Cl (stereo unspecified)	0.0	7.8	7.1	.	-10.5	-1.4	-7.4	10.4	10.4
C=CCSc1nnc(-c2ccccc2NC(=O)CC)c(=O)[nH]1	-1.1	-4.4	9.2	-5.5	0.5	0.5	-2.6	-4.9	6.2
Cc1cc(-c2ccc(Cl)cc2)n2nc(N)nc2n1	1.6	6.8	9.5	1.1	-5.5	8.9	7.6	-1.3	8.4
CCC12CN3CC(CC)(CN(C1)C3c1ccccc1Cl)C2O (stereo unspecified)	0.8	6.2	5.1	-3.2	-3.5	4.5	-6.2	-2.5	-83.5
Cc1ccc(/C(N)=N/OC(=O)N2CCOCC2)cc1	2.1	0.4	6.1	1.5	-2.6	-8.1[fluorescence artefact?]	6.0	13.4	-4.8
CCOC(=O)c1ccc(NC(=S)NCCCN2CCN(C3CCCCC3)CC2)cc1	0.2	-1.8	4.6	1.1	-3.2	-0.9	-7.0	4.5	-17.3
CN(C)S(=O)(=O)c1ccc(C(=O)NCc2ccccc2)cc1	-0.8	5.1	11.9	1.4	19.8	-0.7	8.8	-12.6	20.5
CN(C)c1cccc2c(S(=O)(=O)N3CCOCC3)cccc12	0.7	-5.8	17.8	-1.5	4.0	6.8	0.7	-17.1	6.3
Cc1cc(=O)oc(C)c1C(=O)NCc1ccccc1	-3.9	3.5	8.7	2.2	1.1	-5.5	2.7	-7.8	10.8
Cc1ccccc1CS(=O)(=O)Cc1ccc(C(=O)NCc2ccco2)o1	-0.9	1.0	.	3.6	-6.7	0.8[fluorescence artefact?]	-4.8	13.1	-0.2
O=C(NCC12CC3CC(CC(C3)C1)C2)c1nn2c(c1Cl)NC(c1ccco1)CC2C(F)(F)F (stereo unspecified)	2.4	5.4	.	-0.1	-15.4	11.7[fluorescence artefact?]	-4.1	-21.3	4.3
CC(C)(C)c1cc(NC(=O)COC(=O)C2CC2)n(-c2ccccc2)n1	0.1	1.5	26.0	3.2	1.7	2.8	9.2	14.2	10.8

Profiles, looked up by structure. Order of screens: S1P4 agonist | p97 inhibitor | PGE2 EP2 inh | NPY-Y1 antag | S1P4 antagonist | eIF4E 4G PPI | NPY-Y2 PAM-ag | NPY1 pot ag | EP2 modulator
CCOC(=O)c1sc(NC(=O)c2ccc(Br)o2)cc1C across the screens: 0.0 | 0.5 | 23.8 | -4.1 | 2.0 | 8.0 | 9.4 | -7.5 | -34.7
C=CCSc1nnc(-c2ccccc2NC(=O)CC)c(=O)[nH]1 across the screens: -1.1 | -4.4 | 9.2 | -5.5 | 0.5 | 0.5 | -2.6 | -4.9 | 6.2

Returning to the listing; the two compounds before the break are reprinted first.
SMILES	S1P4 agonist	p97 inhibitor	PGE2 EP2 inh	NPY-Y1 antag	S1P4 antagonist	eIF4E 4G PPI	NPY-Y2 PAM-ag	NPY1 pot ag	EP2 modulator
O=C(NCC12CC3CC(CC(C3)C1)C2)c1nn2c(c1Cl)NC(c1ccco1)CC2C(F)(F)F (stereo unspecified)	2.4	5.4	.	-0.1	-15.4	11.7[fluorescence artefact?]	-4.1	-21.3	4.3
CC(C)(C)c1cc(NC(=O)COC(=O)C2CC2)n(-c2ccccc2)n1	0.1	1.5	26.0	3.2	1.7	2.8	9.2	14.2	10.8
Cc1onc(-c2c(Cl)cccc2Cl)c1C(=O)Nc1c(C)n(C)n(-c2ccccc2)c1=O	-0.9	4.6	8.4	4.7	-19.1	12.2	7.5	-0.1	6.9
Cc1c(C(c2cccc([N+](=O)[O-])c2O)c2c(C)n(C)n(-c3ccccc3)c2=O)c(=O)n(-c2ccccc2)n1C	-3.7	-2.3	3.7	-0.1	-21.2	5.9	-23.0	-0.5	8.6
CN(C)S(=O)(=O)c1ccc(C(=O)OCC(=O)NC(=O)NCc2ccccc2)cc1	0.0	3.4	13.4	-1.3	-14.6	-37.4[fluorescence artefact?]	-4.8	7.3	0.1
CCCc1nc(N2CCCC2)c(C#N)c2c1CCCC2	0.8	1.6	4.6	7.4	-5.4	2.0	-8.6	-43.3	40.1
N/C(=N\c1nc2ccccc2o1)NC(=O)c1ccc(Cl)cc1	0.3	0.0	3.5	2.5	-25.2	3.4	3.0	-8.3	-5.1
Cc1ccccc1NC(=O)CNC(=O)c1ccc(C(F)(F)F)cc1	0.1	-0.7	1.5	3.7	-0.4	-3.7[fluorescence artefact?]	-2.8	-3.8	2.6
COc1ccc(NC(=O)c2ccc(C(=O)c3cc(OC)ccc3OC)cc2)cc1	-0.6	-4.0	11.3	1.5	-14.6	-42.6[fluorescence artefact?]	11.9	-0.7	25.7
CCc1nnc(NC(=O)/C=C/c2cccs2)s1	1.1	-0.3	4.2	-0.2	1.4	-1.2	-21.6	-8.4	-15.1
C/C(=N\N(C)C)C1=C(O)c2ccccc2C1=O	2.6	5.2	5.1	0.2	3.3	20.5[fluorescence artefact?]	-1.6	21.9	7.6
CC(=O)c1c(C)[nH]c2ccccc2c1=O	-0.5	5.9	4.2	1.4	-18.2	0.8[fluorescence artefact?]	-6.9	6.3	24.1
Cc1ccc(S(=O)(=O)Nc2nc(C)c(NC(=O)Nc3ccc(Cl)cc3Cl)s2)cc1	1.0	-6.6	10.1	6.4	-11.1	2.5	-7.5	-0.9	42.8
CN1CCN(c2nc(NCc3ccco3)nc(N)c2[N+](=O)[O-])CC1	1.2	2.0	8.8	.	-15.2	-8.4	8.3	5.8	15.3
CCN(CC)CCn1c(O)c(N=O)c2ccccc21	2.6	-0.6	7.7	14.1	4.7	7.7	-13.4	-15.4	-1.1
O=C(Nc1cccc(NS(=O)(=O)c2ccc(S(=O)(=O)NC3CC3)cc2)c1)c1ccccn1	0.7	6.9	9.8	0.1	5.7	0.0	-1.0	-6.1	10.6
Cc1cc(C)n(CCc2nc(-c3ccc(-c4ccccc4)cc3)cs2)n1	-0.3	0.4	15.8	1.8	1.9	0.4	-3.4	19.1	-57.4
COc1ccc(NC(=O)CC2Oc3ccc(C)cc3NC2=O)cc1 (stereo unspecified)	-0.3	-4.5	7.1	1.6	3.1	2.4	-18.5	-6.7	-34.8
COC(=O)c1sccc1NC(=O)c1ccccc1[N+](=O)[O-]	1.5	3.5	6.3	-2.3	-9.5	-2.6	8.0	10.0	34.5
Cn1cccc1C(=O)NC(=O)CSc1nnc(C2CC2)n1-c1ccccc1	0.6	-4.8	9.8	3.0	-15.8	5.1	-4.8	-9.7	3.1
O=C(NNC(=O)c1ccccc1[N+](=O)[O-])c1cnccn1	-1.9	-2.4	2.0	1.2	4.1	2.5	-1.6	-17.9	5.7
O=C(CN=C1NS(=O)(=O)c2ccccc21)OCC(=O)c1cc(F)ccc1F	0.6	5.8	22.6	-8.2	4.0	3.4	-7.8	11.6	35.2
COCc1nnc(NC(=O)c2ccc(OC)cc2OC)s1	-0.5	-4.7	1.9	-7.0	-1.0	1.0	-5.2	-19.9	-7.5
O=C(Nc1ccc(OC(F)F)c(Cl)c1)[C@@H]1CCCN1C(=O)c1cccs1	0.1	-4.9	3.2	14.7	7.9	5.0[fluorescence artefact?]	-19.9	-58.8	-8.0
Cc1ccc(-c2[nH]c3ccccc3c2SCCNC(=O)c2cc3ccccc3oc2=O)cc1	0.5	4.0	14.6	-4.1	9.8	4.1[fluorescence artefact?]	4.8	-15.6	22.2
C=CC[n+]1c(-c2ccc(Cl)cc2Cl)csc1Nc1c(C)n(C)n(-c2ccccc2)c1=O	0.3	-6.3	7.0	-4.6	-10.1	16.6	-4.3	8.8	25.2
CCCC1CCC(=NNC(=O)CNc2ccc(OC)cc2)CC1 (stereo unspecified)	-0.9	-1.2	6.0	2.4	-8.2	2.0	-6.0	-11.3	-27.7
COc1ccccc1N1CCN(C2CCN(C3CCC(c4ccccc4)CC3)CC2)CC1 (stereo unspecified)	1.0	0.4	6.0	15.8	9.5	-0.2	-26.2	-9.6	15.4
COc1ccc(Cl)cc1-n1c(N)c(C(N)=O)sc1=S	2.2	10.5	7.0	2.3	-6.2	1.3	-3.8	0.5	1.0
COc1ccccc1OCC(=O)Sc1ccc(C)cc1	-0.5	5.8	18.1	-11.8	-13.3	-5.2	12.7	3.7	24.9
COc1ccccc1NC(=S)NCCc1ccc(Cl)cc1	0.8	-8.6	13.6	0.6	5.4	3.7	-2.0	9.2	-59.6
COc1ccc(OC)c(CNC(=O)C2CCN(S(C)(=O)=O)CC2)c1	2.6	-0.1	14.1	2.3	-34.1	-0.4	1.0	9.9	10.0

High-throughput results: PubChem, several laboratories
